Screens deposited in PubChem by several laboratories.
NF-kB neuron act – activators of NF-kB expression in neurons, primary screen, cell-based, HTS | human neuronal cells, NF-kB reporter expression; active compounds read high | fold change at 12.5 µM | actives 1.6% (n = 190,000); in the data active = fold change above about 3.3
APP 5'UTR act – activators of APP 5'UTR luciferase reporter, primary screen, SH-SY5Y cells | SH-SY5Y APP 5'UTR luciferase reporter, luminescence; zero percent = DMSO vehicle wells | activation, % at 2 µM | actives 1% (n = 190,000);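 active = activation above a set limit, based on mean plus 3 SD of controls, cut at about 140% in these data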; also: values of inactives mirror those of a sister screen read the other way
STAT3 blocker – IL-6 driven STAT3 reporter inhibitors, primary screen, U3A cells, luciferase, luminescence, MLSCN library | actives 0.89% (n = 190,000) | IL-6 STAT3-luciferase reporter; host cell line lacks STAT1 | AID 862, 2007 | inhibition, % at 5.5 µM;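 active = inhibition above the mean inhibition across all screened compounds plus 3 SD, cut at about 44% in these data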;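 also: 0% = DMSO only wells and 100% = 100 µM nifuroxazide control wells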
STAT1 inh – STAT1 signaling inhibitors, primary screen, cell-based, HTS, luciferase reporter. NIH 3T3 STAT1-luciferase reporter, IFN-gamma, luminescence. inhibition, % at 5.5 µM. actives 0.35% (n = 200,000). AID 920, 2007;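 active = inhibition above a set limit, the mean inhibition across all tested compounds plus 3 SD, cut at about 34% in these data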;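 also: 0% = IFN-gamma with DMSO and 100% = IFN-gamma with 300 µM nifuroxazide; values of inactives mirror those of a sister screen read the other way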
ROMK primary – ROMK potassium channel modulators, primary screen, cell-based, thallium flux, MLSMR library | actives 2% (n = 130,000) | B-score at 10 µM | Tet-inducible ROMK, thallium flux fluorescence; actives lie on both sides | AID 1918, 2009;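 active = signal ratio slope over the read window, or its plate-corrected B-score, at least 3 SD from the plate mean, either direction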;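 also: B-score of the F/F0 ratio slope over 7 to 12 s after thallium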
Target sequence (P48048 whole entry, looked up): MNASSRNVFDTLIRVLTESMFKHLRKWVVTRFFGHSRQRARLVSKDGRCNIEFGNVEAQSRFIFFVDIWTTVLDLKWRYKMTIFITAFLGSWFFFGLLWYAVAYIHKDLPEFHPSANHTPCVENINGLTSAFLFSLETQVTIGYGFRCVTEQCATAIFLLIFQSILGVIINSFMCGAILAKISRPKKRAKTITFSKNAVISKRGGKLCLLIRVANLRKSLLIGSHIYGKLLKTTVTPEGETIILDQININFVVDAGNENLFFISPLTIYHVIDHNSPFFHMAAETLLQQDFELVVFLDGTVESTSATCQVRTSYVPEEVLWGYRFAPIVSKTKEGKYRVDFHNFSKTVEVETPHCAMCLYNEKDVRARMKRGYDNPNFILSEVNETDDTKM
STAT3 activator – IL-6 driven STAT3 reporter potentiators, primary screen, U3A cells, luciferase, luminescence, MLSCN library; IL-6 STAT3-luciferase reporter; 100% = signal with IL-6 EC80 alone; activation (% of control), % at 5.6 µM; actives 0.91% (n = 190,000);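 active = activation above the screen-wide mean of compound activation plus 3 SD, cut at about 130% in these data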;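 also: 0% = background luminescence of wells with medium and substrate only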
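system = STAT3-luciferase reporter U3A cells | reagent = IL-6 stimulus at 33 ng/mL final | timing = 1 h compound pre-exposure, 6 h IL-6 stimulation, 37 °C | measured by = luminescence | evaluation = % activation versus median of IL-6-stimulated wells | control set = IL-6-only wells as 100% reference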
APP transl inh – inhibitors of APP translation via 5'UTR reporter, primary screen, APP 5'UTR luciferase, SH-SY5Y cells; SH-SY5Y APP 5'UTR-luciferase reporter, luminescence; inhibition, % at 2 µM; actives 0.82% (n = 190,000);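 active = inhibition above a set limit, derived from the sample mean plus 3 SD, cut at about 45% in these data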; also: values of inactives mirror those of a sister screen read the other way
FLuc act counter – FLuc activators, initial screening, artefact control for FLuc-dependent activation tests, biochemical, ATPlite luminescence | Luciferin 4-monooxygenase (Photinus pyralis), P08659 | ATPlite luciferase biochemical, 10 min; 0 = ATP-free wells, 1 = DMSO control | activation factor at 10 µM | 200,000 tested, under 10 active;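 active = luciferase activation factor, scaled between plate controls, of at least 2 with compound at 10 µM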
Target sequence (P08659 whole entry, looked up): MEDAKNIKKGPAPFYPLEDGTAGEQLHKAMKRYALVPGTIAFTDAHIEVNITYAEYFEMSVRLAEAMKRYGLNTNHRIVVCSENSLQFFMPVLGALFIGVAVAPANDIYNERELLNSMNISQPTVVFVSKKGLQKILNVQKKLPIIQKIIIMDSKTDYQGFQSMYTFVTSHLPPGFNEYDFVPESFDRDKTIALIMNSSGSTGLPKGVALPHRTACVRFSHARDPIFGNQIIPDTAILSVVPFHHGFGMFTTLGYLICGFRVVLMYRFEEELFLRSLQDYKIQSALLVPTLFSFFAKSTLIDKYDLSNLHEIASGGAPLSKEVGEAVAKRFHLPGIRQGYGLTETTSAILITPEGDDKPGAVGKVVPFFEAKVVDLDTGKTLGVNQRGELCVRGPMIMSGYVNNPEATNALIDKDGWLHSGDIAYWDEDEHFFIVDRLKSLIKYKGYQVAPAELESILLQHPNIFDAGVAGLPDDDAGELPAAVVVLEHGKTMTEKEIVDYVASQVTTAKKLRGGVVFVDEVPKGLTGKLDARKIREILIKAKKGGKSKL
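Assay system: Luciferase/luciferin reagent mix; Medium: PBS as buffer for the ATP substrate; Dosing: test compounds dosed from 2 mM stocks in 100% DMSO; Times: 10 min, room temperature; Signal: luminescence from luciferase reaction; Read-out: luciferase activation; Controls: No-ATP low control, compound-free enzyme-plus-ATP high control.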
STAT1 activator – STAT1 signaling activators, primary screen, cell-based, HTS, luciferase reporter. actives 2.6% (n = 200,000). activation (% of control), % at 5.5 µM. NIH 3T3 STAT1-luciferase reporter, IFN-gamma, luminescence; 100% = IFN-gamma alone, no compound. AID 932, 2007;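 active = activation above the screen-wide mean activation plus 3 SD, cut at about 130% in these data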;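 also: raw ratio to IFN-gamma control signal so 100% means no change and 0% no light; values of inactives mirror those of a sister screen read the other way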
FLuc inhib CS – firefly luciferase enzyme inhibitors, primary screen, artefact control for luciferase-based inhibitor screens, biochemical, luminescence, ATPLite | 10 min | AID 1006, 2008 | Luciferin 4-monooxygenase (Photinus pyralis), P08659 | actives 1.5% (n = 200,000) | inhibition, % at 10 µM;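 active = inhibition above about 50% when tested at 10 µM, limit read from the data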
* hit, by the source's call; x = not tested or not shown.

1) COc1ccc2c3c(c(=O)oc2c1OCC(=O)C(C)(C)C)CCCC3
2) CCOC(=O)CC(=O)CSc1ccc2nnc(-c3ccccc3)n2n1
3) CCN(CC)C(=S)NC(=O)c1ccc(F)cc1
4) Cc1cc(C)cc(NC(=S)/C(=C(\[O-])c2ccc(Cl)s2)[n+]2cccc(C)c2)c1
5) N/C(=N/OCC(=O)Nc1cccc2ccccc12)c1nonc1N
6) O=C(CSc1nnc(C2COc3ccccc3O2)o1)Nc1ccc(F)cc1Cl (stereo unspecified)
7) Cn1cc(C(=O)N2CCc3ccccc3C2)c(=O)c2cc(S(=O)(=O)N3CCOCC3)ccc21
8) CCc1ccc(OCC(=O)N/N=C/c2cc([N+](=O)[O-])ccc2N2CCOCC2)cc1
Assay by compound	1	2	3	4	5	6	7	8
NF-kB neuron act	1.1	1.3	0.95	0.92	0.85	0.99	1.2	0.68
APP 5'UTR act	10	-17	8	-8	0	-1	12	-15
STAT3 blocker	12	9	8	10	-6	-2	4	-9
STAT1 inh	-3	-4	4	-3	-3	-11	-3	-3
ROMK primary	0.29	0.72	0.71	0.062	-1	-0.52	0.8	x
STAT3 activator	93	94	97	96	111	102	104	107
APP transl inh	-10	17	-8	8	0	0	-12	15
FLuc act counter	1	1.1	1.1	1	1	1.1	1.1	1.1
STAT1 activator	103	104	94	102	102	109	103	102
FLuc inhib CS	2	-6	-7	0	-3	-10	-8	-6

9) Cc1cccc(NC(=O)c2ccc([N+](=O)[O-])o2)n1
10) CCOC(=O)C1=C(C)NC(=O)NC1c1c(O)ccc2ccccc12 (stereo unspecified)
11) CN(C)c1ccc(NC(=O)Nc2ccc3snnc3c2)cc1
12) Cc1nnc(NC(=O)CSc2n[nH]c(-c3ccccc3)n2)s1
13) O=C(CN1CCN(S(=O)(=O)c2ccc(Br)cc2)CC1)N/N=C/c1ccco1
14) Cc1nc2ccccn2c1C(=O)CSc1ccc(Cl)cc1Cl
15) COc1cc(OC)c2c(-c3ccccc3)cc(=O)oc2c1
16) COc1ccc2oc(=Nc3cc(F)ccc3F)c(C(N)=O)cc2c1
Assay by compound	9	10	11	12	13	14	15	16
NF-kB neuron act	2.5	0.95	1.8	1.1	1.3	0.93	1.1	1.1
APP 5'UTR act	-20	7	74	-5	5	2	3	-13
STAT3 blocker	6	3	11	5	-3	24	-25	26
STAT1 inh	12	-3	-28	-1	1	2	3	-35
ROMK primary	x	x	x	-0.27	x	-0.46	-0.085	x
STAT3 activator	100	105	99	100	105	80	121	80
APP transl inh	20	-7	-74	5	-5	-2	-3	13
FLuc act counter	1	1.1	0.9	1	1	1	1.1	1
STAT1 activator	89	103	126	100	99	99	97	131*
FLuc inhib CS	-1	-7	10	-2	-4	-3	-10	-4

17) CC(C)(C)n1nc2c(c1NC(=O)COc1ccc(Cl)cc1)CS(=O)(=O)C2
18) CCCCC(=O)OCC(=O)c1[nH]c(C)c(C(=O)OCC)c1C
19) Cc1cc(N2CCCCC2)nc(SCc2ccc(C#N)cc2)n1
20) CSCc1cc(N(C)C)nc(SCc2ccc(Cl)c(Cl)c2)n1
21) CCOC(=O)c1sc(=S)n(Cc2ccccc2)c1N
22) Cn1c(=S)[nH]c2cccnc21
23) CC(C)CNC(=O)c1ccc(NC(=O)c2ccccc2[N+](=O)[O-])cc1
24) Cc1ccccc1C(=O)NC(CC(C)C)C(=O)Nc1cccc(S(=O)(=O)N(C)C)c1 (stereo unspecified)
Assay by compound	17	18	19	20	21	22	23	24
NF-kB neuron act	1.1	0.8	1.2	1.1	0.9	1.1	1	1.1
APP 5'UTR act	9	15	0	8	-7	3	10	2
STAT3 blocker	18	7	7	4	5	4	5	1
STAT1 inh	5	-12	-2	-2	2	1	13	9
ROMK primary	-0.3	0.25	x	x	x	x	x	-0.026
STAT3 activator	91	95	98	102	98	104	96	101
APP transl inh	-9	-15	0	-8	7	-3	-10	-2
FLuc act counter	1	0.9	1	1.1	1	1.1	1	1.1
STAT1 activator	95	111	102	102	98	99	88	91
FLuc inhib CS	1	10	0	-7	-2	-8	-4	-7

25) COc1ccc(N2CCN(CCNC(=O)c3nnc(Cc4c(F)cccc4Cl)o3)CC2)cc1
26) Cc1ccsc1/C=N/NC(=S)NCCc1ccccc1
27) c1ccc2c(c1)nnn2CNc1nccs1
28) Cc1[nH]c2ccc(OC(=O)N3CCOCC3)cc2c1C(=O)OC(C)C
29) N=C1S/C(=C\c2ccco2)C(=O)N1c1ccc2c(c1)OCO2
30) CC1(C)CC(=O)C2=C(C1)N=c1s/c(=C/c3ccc(F)c(F)c3)c(=O)n1C2c1ccc(F)cc1 (stereo unspecified)
31) CC(=O)C1=C(C)NC(SCC(=O)c2ccc(C)cc2)=C(C#N)C1c1ccco1 (stereo unspecified)
32) NC(=O)Cc1c[nH]c2cccc(O)c12
Assay by compound	25	26	27	28	29	30	31	32
NF-kB neuron act	1.1	1.4	1.1	1	1.2	0.79	1.1	1
APP 5'UTR act	-8	-22	-1	4	24	2	0	-1
STAT3 blocker	6	-4	2	41	-2	7	22	8
STAT1 inh	2	-6	-8	11	-7	4	0	2
ROMK primary	x	0.86	0.47	x	0.54	-1.1	0.092	x
STAT3 activator	97	106	101	68	106	98	84	99
APP transl inh	8	22	1	-4	-24	-2	0	1
FLuc act counter	1.1	1	1	1.1	0.8	1.1	1	1
STAT1 activator	98	105	107	90	104	97	100	97
FLuc inhib CS	-5	-4	-2	-9	19	-7	-5	-2

33) NC(=O)C1(N2CCCCC2)CCN(C(=S)Nc2ccc(F)cc2)CC1
34) Cc1ccc(C)n1-c1ccc(C(=O)N2CCC(C(N)=O)CC2)cc1
35) Cc1ccc(-n2nnnc2SCc2nnc(-c3ccccc3Br)o2)cc1
36) COc1ccccc1NC(CC(=O)c1ccccc1)C(=O)OCC(=O)c1ccc(F)cc1 (stereo unspecified)
37) Cc1ccc(C)c(NC(=S)N(CCc2nc3cc(C)c(C)cc3[nH]2)Cc2cccnc2)c1
38) CC(=NCC1CCCO1)c1c(O)[nH]c(=O)[nH]c1=O (stereo unspecified)
39) Cc1ccc(NC(=O)CC2C(=O)N(Cc3ccccc3)C(=S)N2NC(=O)c2ccccc2)c(C)c1 (stereo unspecified)
40) CN(c1ccc(C(=O)NCc2ccccn2)cc1)S(C)(=O)=O
Assay by compound	33	34	35	36	37	38	39	40
NF-kB neuron act	1	0.99	1.7	1.2	1.1	0.93	0.69	1.1
APP 5'UTR act	-10	29	-7	89	-4	0	32	20
STAT3 blocker	-2	-4	9	24	6	5	-12	-3
STAT1 inh	-2	-4	2	-69	0	-7	0	-6
ROMK primary	0.17	-0.034	x	-0.17	x	0.27	x	x
STAT3 activator	106	105	95	80	98	98	106	106
APP transl inh	10	-29	7	-89	4	0	-32	-20
FLuc act counter	1	1	1	1	1.1	1.1	1.1	1
STAT1 activator	102	101	99	161*	100	106	100	106
FLuc inhib CS	-5	-4	-4	-4	-7	-8	-8	0

41) COc1cc(C2NC(=O)NC(O)(C(F)(F)F)C2C(=O)c2ccc(Cl)cc2)ccc1O (stereo unspecified)
42) COc1ccc(S(=O)(=O)Nc2cccc(Cl)c2)cc1OC
43) Cc1cccnc1NC(=O)CCCN1C(=O)c2ccccc2C1=O
44) Oc1ccc(NC(=S)N=Nc2c(O)[nH]c3ccccc23)cc1
45) Cc1cccc(N2C(=O)CC(Sc3nc(C)cc(C)n3)C2=O)c1 (stereo unspecified)
46) Cn1nc(-c2ccc(N3CCOCC3)c(NS(=O)(=O)c3ccccc3)c2)c2ccccc2c1=O
47) COc1ccc(C2Nc3ccccc3C(=O)N2c2ccccc2)cc1CN1CCOCC1 (stereo unspecified)
48) O=C1CCCCC1C(=O)c1cn(-c2ccc(Cl)c(Cl)c2)nn1 (stereo unspecified)
Assay by compound	41	42	43	44	45	46	47	48
NF-kB neuron act	0.93	0.91	1.2	0.71	1.2	1	1.4	1.8
APP 5'UTR act	-7	16	8	39	2	14	7	19
STAT3 blocker	9	12	3	21	-2	3	2	12
STAT1 inh	5	6	5	-48	19	-3	-3	-33
ROMK primary	-1.1	x	x	0.63	0.5	x	0.51	0.62
STAT3 activator	100	94	101	89	107	100	102	99
APP transl inh	7	-16	-8	-38	-2	-14	-7	-19
FLuc act counter	1.1	1	1.1	1	1	1.1	1	0.9
STAT1 activator	96	95	96	145*	83	103	102	129*
FLuc inhib CS	-6	-1	-8	-4	-3	-6	-3	5

From no. 1 as far as 2, as listed above:
1) COc1ccc2c3c(c(=O)oc2c1OCC(=O)C(C)(C)C)CCCC3
2) CCOC(=O)CC(=O)CSc1ccc2nnc(-c3ccccc3)n2n1
Assay by compound	1	2
NF-kB neuron act	1.1	1.3
APP 5'UTR act	10	-17
STAT3 blocker	12	9
STAT1 inh	-3	-4
ROMK primary	0.29	0.72
STAT3 activator	93	94
APP transl inh	-10	17
FLuc act counter	1	1.1
STAT1 activator	103	104
FLuc inhib CS	2	-6

Returning to the listing; the 4 compounds before the break are reprinted first.
45) Cc1cccc(N2C(=O)CC(Sc3nc(C)cc(C)n3)C2=O)c1 (stereo unspecified)
46) Cn1nc(-c2ccc(N3CCOCC3)c(NS(=O)(=O)c3ccccc3)c2)c2ccccc2c1=O
47) COc1ccc(C2Nc3ccccc3C(=O)N2c2ccccc2)cc1CN1CCOCC1 (stereo unspecified)
48) O=C1CCCCC1C(=O)c1cn(-c2ccc(Cl)c(Cl)c2)nn1 (stereo unspecified)
49) Cc1ccccc1S(=O)(=O)Nc1ncc(C(F)(F)F)cc1Cl
50) CCCCC(CC)c1nnc(NC(=O)c2cccs2)s1 (stereo unspecified)
51) O=C(C1CCCN(S(=O)(=O)c2cccc3nsnc23)C1)N1CCCCCC1 (stereo unspecified)
52) O=C(NCc1ccco1)c1cccc(-c2nnc(-c3ccccc3)o2)c1
53) CCOc1ccc(-n2c(=O)c3c4c(sc3n(CC(=O)NCc3ccco3)c2=O)CCC4)cc1
54) CC1Cc2ccccc2N1CC(=O)NCc1ccc2c(c1)OCO2 (stereo unspecified)
55) Nc1nnnn1NCc1cccc(OCc2ccccc2)c1
Assay by compound	45	46	47	48	49	50	51	52	53	54	55
NF-kB neuron act	1.2	1	1.4	1.8	1.1	1.3	0.92	1.3	1.1	1	1
APP 5'UTR act	2	14	7	19	2	9	9	8	18	-4	17
STAT3 blocker	-2	3	2	12	4	9	-3	12	2	-6	17
STAT1 inh	19	-3	-3	-33	5	3	-12	-22	0	-7	1
ROMK primary	0.5	x	0.51	0.62	0.39	0.65	-0.098	x	x	x	x
STAT3 activator	107	100	102	99	101	94	106	94	103	105	90
APP transl inh	-2	-14	-7	-19	-2	-9	-10	-8	-18	4	-16
FLuc act counter	1	1.1	1	0.9	1.1	1	1.1	1	1	1	1
STAT1 activator	83	103	102	129*	93	96	109	120	100	106	99
FLuc inhib CS	-3	-6	-3	5	-8	-4	-5	0	-2	-4	2
